High-throughput results from PubChem BioAssay.
GPR55 antagonists: GPR55 antagonists blocking LPI-driven arrestin recruitment, primary screen, imaging, U2OS, beta-arrestin-GFP, LPI agonist (AID 2013); G-protein coupled receptor 55 (Homo sapiens); U2OS GPR55 beta-arrestin-GFP translocation imaging, LPI antagonism; higher % means a stronger effect; inhibition, % at 10 µM, or IC50 in µM where a hit was titrated; actives 0.13% (n = 290,000);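 active = spots per cell inhibited over 60%, with over 100 cells counted and total cytoplasm intensity under 500,000; inconclusive = wells with under 100 cells, flagged as likely toxic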;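 note: U2OS cells stably carrying GPR55 and arrestin-GFP stimulated by 5 µM LPI near EC80; imaged beta-arrestin-GFP aggregate spots per cell after agonist stimulation; plate controls were LPI-stimulated DMSO wells for no effect and DMSO wells without LPI for full effect; some results filed as inactive read as strong as hits; confirmed hits need IC50 under 10 µM and bright autofluorescent wells are also inconclusive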
KOR beta-arrestin-1: KOR agonists, beta-arrestin recruitment, primary screen, cell-based, luminescence, uHTS (AID 1777). Kappa-type opioid receptor (Homo sapiens). KOR beta-arrestin recruitment, luminescence; higher % means a stronger effect. activation, % at 10 µM; hits with a dose series show EC50 in µM. actives 0.02% (n = 280,000); in the data active = activation above about 50%, passing the limit was not always enough; note: a part of the inactive calls stands beside numbers as strong as those of hits
GPR35 arrestin U2OS: GPR35 antagonists blocking zaprinast-driven arrestin recruitment, primary screen, imaging, U2OS, beta-arrestin-GFP, zaprinast agonist (AID 2058); actives 0.052% (n = 290,000); G-protein coupled receptor 35 (Homo sapiens); U2OS GPR35 beta-arrestin-GFP translocation imaging, zaprinast antagonism; higher % means a stronger effect; one-dose inhibition, % at 10 µM; IC50 in µM for titrated hits;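 active = inhibition of at least 50% with at least 30 cells and total cytoplasm GFP at most 10,000,000; inconclusive = under 30 cells or total GFP of 10,000,000 plus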
KOR beta-arrestin-2: KOR antagonists, beta-arrestin recruitment, cell-based, luminescence, uHTS (AID 1778). actives 0.091% (n = 290,000). inhibition, % at 10 µM; hits with a dose series show IC50 in µM. Kappa-type opioid receptor (Homo sapiens). KOR beta-arrestin recruitment, luminescence, antagonist mode; higher % means a stronger effect; note: strong numbers were not always called active
HIV fusion peptide: inhibitors of HIV fusion peptide binding, primary screen, biochemical, uHTS, fluorescence dequenching (AID 1986). cell-free peptide binding, fluorescence dequenching, 30 min; higher % means a stronger effect. inhibition, % at 20 µM, or IC50 in µM where a hit was titrated. actives 0.3% (n = 290,000); in the data active = inhibition mostly above about 52%, no sharp cut-off; inactive = mostly below about 76%; note: some results filed as inactive read as strong as hits
Myeloid diff 2: induction of myeloid progenitor differentiation, primary screen, cell-based, flow cytometry, MLPCN library | AID 624256, 2012 | actives 1% (n = 360,000) | calls only at 10 µM | ER-HoxA9 myeloid progenitors, lysozyme-GFP differentiation;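 active = normalized GFP-positive differentiation at or above the plate's own cutoff, the solvent-only control mean plus 3 SD; inconclusive = no clear call, values can overlap the other calls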;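 note: cells exposed to compound for four days before flow analysis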
NOD1 NF-kB reporter: NOD1 signaling inhibitors, primary screen, cell-based, luminescence, uHTS (AID 1578) | NOD1-driven NF-kB luciferase reporter cells, luminescence; higher % means a stronger effect | inhibition, % at 4 µM; hits with a dose series show EC50 in µM | actives 1% (n = 290,000); in the data active = inhibition mostly above about 36%, no sharp cut-off; inactive = mostly below about 34%;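 note: HEK-293T reporter cells stimulated with the NOD1 agonist gamma-tri-DAP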
NOD2 inhibition: NOD2 signaling inhibitors, cell-based, luminescence, uHTS, HEK293 (AID 1566); inhibition, % at 4 µM; hits with a dose series show EC50 in µM; actives 0.63% (n = 290,000); HEK293 NOD2/NF-kB luciferase reporter, luminescence; higher % means a stronger effect; note: many of its hits are not listed in these tables
GPR55 beta-arrestin: GPR55 agonists via beta-arrestin recruitment, primary screen, imaging, U2OS cells, beta-arrestin-GFP redistribution (AID 1961). G-protein coupled receptor 55 (Homo sapiens). U2OS GPR55 beta-arrestin-GFP redistribution imaging; higher % means a stronger effect. activation, % at 10 µM; hits with a dose series show EC50 in µM. actives 0.048% (n = 290,000);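 active = activation above 40% with more than 50 cells counted in the well; inconclusive = wells holding fewer than 50 cells, flagged as toxic or sparse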;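 note: U2OS osteosarcoma cells stably expressing GPR55 and beta-arrestin-GFP; plate controls were DMSO negative control for no effect and LPI positive control for full effect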
Myeloid diff 2 GFP+ MAC1+ %: recorded beside Myeloid diff 2, whose call it bears; GFP+ MAC1+ double positive, %; measured here: differentiation confirmed by MAC1 staining
Starred values were filed as active, the others as inactive; i = inactive; ? = inconclusive; . = not tested or not shown; [ ] = dose if it differs, or a comment. Cut-off read from the data, not from the text of the source, unless noted: active = inhibition above about 50%; inactive = the rest.

Values run as follows: GPR55 antagonists, KOR beta-arrestin-1, GPR35 arrestin U2OS, KOR beta-arrestin-2, HIV fusion peptide, Myeloid diff 2, Myeloid diff 2 GFP+ MAC1+ %, NOD1 NF-kB reporter, NOD2 inhibition, GPR55 beta-arrestin
Cc1ccc(SCc2cn3ccccc3n2)cc1
 : -1%, -2.4%, 10%, 22%, -0.8%, i, 0.7, -3%, -81%, -0.1%
O=C(CSc1nnc2ncccn12)Nc1cccc2ccccc12
 : 5%, 0.5%, 8%, -5%, -0.5%, i, 1.5, -21%, -3%, -0.2%
CCCCNC(=S)Nc1ccc(OC)nc1
 : 12%, -6.6%, -3%, 16%, 9.3%, i, 0.5, -46%, 3%, -0.2%
CCOCC(=O)Nc1nc2ccc(C)cc2s1
 : -3%, -6.0%, 2%, 14%, -0.1%, i, 0.8, -3%, 10%, -0.5%
O=c1c2ccccc2nnn1Cc1cccc2ccccc12
 : -2%, -3.6%, 1%, -15%[20 µM], -0.6%, i, 0.5, -20%, 10%, 0.2%
CCN(CC)CCSc1nc(O)c(-c2ccccc2)c(=O)[nH]1
 : 5%, 0.8%, 20%, -16%, -0.9%, i, 1.9, 14%, 11%, -0.2%
CC(C)(C)c1ccc(S(=O)(=O)N2C=CC(C(F)(F)F)=NCC2)cc1
 : 6%, -1.2%, -9%, -29%, -1.2%, i, 0.9, 18%, 10%, -0.2%
COc1ccc(CC(=O)NNC(=O)c2cccnc2)cc1OC
 : 0%, ., 9%, -19%[20 µM], -1.5%, i, 0.1, 15%, -10%, -0.1%
COC(=O)c1[nH]c(C)c(/C(O)=C2\C(=O)C(=O)N(CCN(C)C)C2c2ccc(C)o2)c1C (stereo unspecified)
 : 0%, -1.5%, 6%, -18%, 1.0%, i, 0.5, 7%, -4%, -0.2%
N/C(=N\OS(=O)(=O)c1cccc([N+](=O)[O-])c1)c1ccncc1
 : 12%, -6.6%, 9%, 12%, -2.6%, i, 0.2, 17%, 21%, 0.9%

Record cards (already shown). Values in the order: GPR55 antagonists | KOR beta-arrestin-1 | GPR35 arrestin U2OS | KOR beta-arrestin-2 | HIV fusion peptide | Myeloid diff 2 | Myeloid diff 2 GFP+ MAC1+ % | NOD1 NF-kB reporter | NOD2 inhibition | GPR55 beta-arrestin
`CCOCC(=O)Nc1nc2ccc(C)cc2s1` as listed: -3% | -6.0% | 2% | 14% | -0.1% | i | 0.8 | -3% | 10% | -0.5%
`COC(=O)c1[nH]c(C)c(/C(O)=C2\C(=O)C(=O)N(CCN(C)C)C2c2ccc(C)o2)c1C` (stereo unspecified) as listed: 0% | -1.5% | 6% | -18% | 1.0% | i | 0.5 | 7% | -4% | -0.2%

Next section:
Values run as follows: GPR55 antagonists, KOR beta-arrestin-1, GPR35 arrestin U2OS, KOR beta-arrestin-2, HIV fusion peptide, Myeloid diff 2, Myeloid diff 2 GFP+ MAC1+ %, NOD1 NF-kB reporter, NOD2 inhibition, GPR55 beta-arrestin
CCn1c(=NC(=O)C2COc3ccccc3O2)sc2c(OC)ccc(OC)c21 (stereo unspecified)
 : 13%, -1.5%, 5%, 6%, -1.1%, i, 0.1, -14%, -6%, 0.2%
O=C(NCCN1CCOCC1)c1cnn2c(-c3ccccc3)cc(-c3ccccc3)nc12
 : 9%, 3.4%, -6%, 30%, -0.9%, ?, ., -30%, 2%, -0.1%
COc1ccccc1NC(=O)COc1ccc(Br)cc1CNCCCN1CCOCC1
 : 4%, -6.7%, -7%, -15%, 2.2%, i, 0.7, -8%, 4%, -0.2%
Cc1ccc[n+](CC(=O)Nc2ccc([N+](=O)[O-])cc2)c1
 : -23%, 1.6%, -1%, -5%[20 µM], 0.9%, i, 0.3, 55%, -12%, -0.2%
CCOC(=O)c1c(C)c(C(=O)OCC)n(C)c1C
 : -8%, 3.8%, -8%, -3%, 2.8%, i, 0.3, -14%, 19%, 0.0%
CC(=O)Nc1ccc(NC(=O)CCn2c(=O)oc3ccccc32)cc1
 : -3%, 3.4%, 10%, -30%, 1.6%, i, 1.2, -49%, -15%, -0.1%
COc1cc(/C=C/C(=O)O)cc(S(=O)(=O)Nc2ccc3nc(C)sc3c2)c1OC
 : -7%, 3.9%, -4%, 16%, 2.2%, i, 0.2, 10%, 16%, 0.0%
COc1ccc(/C=N/NC(=O)c2cc(OC)c(OC)c(OC)c2)cc1CN1CCc2cc(OC)c(OC)cc2C1C (stereo unspecified)
 : -16%, -4.5%, 0%, -8%, -1.5%, i, 0.7, -21%, -2%, 0.1%
Cc1ccccc1NC(=O)Cc1nc(CSc2nnc(C3CCCCC3)n2N)cs1
 : 4%, -5.5%, -1%, 18%, -1.4%, i, 1.1, -10%, 3%, 0.3%
COc1ccc(-n2c(-c3cccc(C)c3[N+](=O)[O-])n[nH]c2=S)cc1
 : 22%, 15%, 1%, 23%, -0.3%, i, 2.6, 5%, 10%, 0.2%
COc1ccc(C2=Nc3cccc4cccc(c34)N2)cc1
 : 1%, -1.7%, 12%, -29%, -5.7%, i, 0.7, ., -27%, -0.2%
CCOc1ccc(N(CC(=O)NC2CCCC(C)C2C)S(=O)(=O)c2c(C)noc2C)cc1 (stereo unspecified)
 : 5%, 5.3%, 0%, 10%, 1.8%, i, 5.8, -13%, -10%, 1.2%
CCn1c(C)csc1=NC(=O)c1ccccc1
 : -5%, -3.0%, -5%, 3%, 165%, i, 1.4, -10%, -11%, 0.0%
Cc1nn(Cc2cccc(Oc3ccccc3)c2)c(C)c1NC(=O)NC12CC3CC(CC(C3)C1)C2
 : 47%, -1.5%, -2%, 33%, -1.6%, i, 0.7, -32%, -1%, -0.2%
Cc1ccnc(NC(=O)CCC(=O)N(CC(=O)NCc2ccccc2)Cc2ccccc2)c1
 : -3%, 3.8%, 10%, 6%, 0.1%, i, 0.8, -18%, 10%, -0.2%
Clc1ncc2[nH]cnc2n1
 : -1%, -0.6%, 8%, -18%, 0.7%, i, 0.6, -30%, 18%, -0.3%
CCN(CC)CCNC(=O)c1ccc(NC(=O)c2cn(-c3ccc(F)cc3)nc2-c2cccc(OC)c2)cc1
 : -2%, 7.4%, 7%, -42%, -0.8%, i, 0.1, -23%, 6%, 0.2%
O=C(NCCOC(=O)c1ccccc1C(=O)OCCNC(=O)c1cccnc1)c1cccnc1
 : 12%, -3.5%, 2%, -53%, 0.6%, i, 2.0, -6%, 9%, -0.1%
CCn1c(SCC(=O)N2CCCC(C)C2)nnc1-c1ccco1 (stereo unspecified)
 : -2%, 3.0%, 13%, -23%, -0.8%, i, 0.9, -34%, -3%, .
CCOC(=O)C(NC(C)=O)(N1CCc2ccccc2C1)C(F)(F)F (stereo unspecified)
 : -2%, 4.1%, 10%, -5%, -0.5%, i, 1.6, -16%, -5%, -0.4%

Next entries
SMILES | GPR55 antagonists | KOR beta-arrestin-1 | GPR35 arrestin U2OS | KOR beta-arrestin-2 | HIV fusion peptide | Myeloid diff 2 | Myeloid diff 2 GFP+ MAC1+ % | NOD1 NF-kB reporter | NOD2 inhibition | GPR55 beta-arrestin
c1ccc(-c2cnn3nnnc3n2)cc1 | -10% | -3.6% | 3% | -26% | 3.3% | i | 0.7 | -40% | -11% | 0.2%
Cn1cccc1/C=N/NC(=O)c1ccc[n+]([O-])c1 | 6% | -0.5% | -11% | 1% | -0.4% | i | 0.6 | -17% | 12% | 0.0%
Cc1csc(NC(=O)c2ccc(N3CCCC3=O)cc2)n1 | -8% | -1.5% | -7% | -27% | -1.4% | i | 0.6 | 40%* | 15% | -0.1%
Cc1ccc(CC(=O)c2ccc(Cl)cc2)cc1 | 8% | 1.3% | -3% | 25% | 0.9% | i | 0.2 | -6% | -15% | 0.9%
CC(=O)Nc1cccc(C(=O)/C=C/c2ccc(C)cc2)c1 | 4% | -3.8% | -4% | 6% | -0.6% | i | 0.0 | 35% | -13% | -0.1%
O=C(CSc1nc2ccccc2o1)N/N=C/c1ccccc1C(=O)O | -4% | 1.6% | -10% | 18% | -1.7% | i | 1.1 | -4% | 5% | -0.1%
Cc1nnc2c(N(C)S(=O)(=O)c3ccccc3)nc3ccccc3n12 | 11% | -1.3% | 13% | -15% | 0.0% | i | 1.6 | -14% | -4% | 0.3%
CCCCC(NC(=O)Cc1c(C)c2cc3c4c(oc3cc2oc1=O)CCCC4)C(=O)O (stereo unspecified) | -2% | 4.8% | -7% | -9% | 21% | i | 1.2 | -14% | -18% | -0.1%
Cn1c(=O)c(C(=O)CN2CCCc3ccccc32)c(N)n(Cc2ccccc2)c1=O | -1% | -6.0% | -15% | -12% | -2.2% | i | 1.0 | 2% | -7% | -0.2%
CC1CCc2cc(F)ccc2N1S(=O)(=O)c1ccc(Cl)nc1 (stereo unspecified) | 6% | 0.7% | -5% | 20% | 2.1% | i | 0.3 | 5% | 7% | -0.5%
COC(=O)c1ccc(C(C(=O)NC2CCCCC2)N(C(=O)Cc2cccs2)C2CC2)cc1 (stereo unspecified) | 6% | 6.9% | -6% | 6% | -2.1% | i | 0.4 | 6% | -1% | 0.2%
COc1ccc(CCNC(=O)c2nnc(Cc3c(F)cccc3Cl)o2)cc1OC | 14% | -3.0% | 2% | 5% | 1.0% | i | 0.8 | -8% | 14% | -0.1%
Cc1ccc(C)c(OCC(=O)Nc2c[nH]c(=O)[nH]c2=O)c1 | -6% | 3.3% | -4% | 22% | 0.0% | i | 0.9 | -22% | -45% | -0.3%
O=C(NCC(=O)N(c1ccccc1F)C(C(=O)NC1CCCC1)c1cccnc1)c1ccco1 (stereo unspecified) | -16% | -2.7% | -14% | 10% | 0.3% | i | 5.3 | 6% | 2% | -0.1%

A different layout for two compounds above:
CCCCC(NC(=O)Cc1c(C)c2cc3c4c(oc3cc2oc1=O)CCCC4)C(=O)O (stereo unspecified)
- GPR55 antagonists: -2%
- KOR beta-arrestin-1: 4.8%
- GPR35 arrestin U2OS: -7%
- KOR beta-arrestin-2: -9%
- HIV fusion peptide: 21%
- Myeloid diff 2: i
- Myeloid diff 2 GFP+ MAC1+ %: 1.2
- NOD1 NF-kB reporter: -14%
- NOD2 inhibition: -18%
- GPR55 beta-arrestin: -0.1%
Cn1c(=O)c(C(=O)CN2CCCc3ccccc32)c(N)n(Cc2ccccc2)c1=O
- GPR55 antagonists: -1%
- KOR beta-arrestin-1: -6.0%
- GPR35 arrestin U2OS: -15%
- KOR beta-arrestin-2: -12%
- HIV fusion peptide: -2.2%
- Myeloid diff 2: i
- Myeloid diff 2 GFP+ MAC1+ %: 1.0
- NOD1 NF-kB reporter: 2%
- NOD2 inhibition: -7%
- GPR55 beta-arrestin: -0.2%

An excerpt (hit frequency here may not be typical).
